# Compound activity deposited in PubChem by Broad Institute.
# INS-1E GSIS act = primary screen for activators of insulin secretion dependent on glucose, INS-1E cells, GLuc reporter luminescence. INS-1E GLuc reporter insulin secretion, 2-3 h. activation, % at 16.6 µM. 370,000 compounds, 0.61% hits;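 active means lowest replicate activation of at least 40%, so every replicate reaches that level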;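 further: 0% = median of neutral control wells and 100% = median of IBMX positive control wells; some compounds called inactive have numbers as strong as hits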
# esBAF inh = blocks esBAF chromatin remodeling in mouse ES cells; Bmi1-luciferase knock-in reporter, 24 h; 100% = twice the neutral-well signal; reporter increase, % at 12.5 µM; 350,000 compounds, 2% hits; in the data active means activation above about 40%;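 further: 0% = median of the plate's neutral control wells and 100% = double that signal; a rise in the Bmi1 reporter signal indicates esBAF inhibition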
# RAD52 anneal inh = blocks human RAD52 DNA annealing. 360,000 compounds, 0.46% hits. recombinant RAD52 DNA annealing, FRET fluorescence. P43351. inhibition, % at 18.7 µM. AID 651710;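 active means every replicate showing at least 50% inhibition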
# F508del corr = correctors of CFTR F508del function in bronchial epithelial cells. CFBE cells, YFP halide quenching; stimulated with forskolin plus potentiator P3; % fluorescence drop versus neutral controls. activity (quench increase), % at 7.58 µM. 350,000 compounds, 0.36% hits. AID 720511;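 active means mean added fluorescence quench of at least 8% versus neutral control, with both replicates also reaching 8%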;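 further: cells transiently co-express mutant CFTR-F508del with the halide-sensitive YFP; corrector assay measuring rescue of mutant channel to the surface after 24 h compound exposure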
# Xi reactivation = reactivates the inactive X chromosome in mouse fibroblasts; XiGFP mouse fibroblasts, % GFP-positive cells imaging, 3 d; cells co-treated with 5-aza-dC sensitizer; scaled so ellipticine positive control = 100%; activation, % at 7.58 µM; 360,000 compounds, 0.055% hits; AID 743238;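 active means mean normalized replicate activation at least 10% and every replicate at or above 10%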;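 further: 0% = median of on-plate neutral control wells and 100% = ellipticine 6 µM median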
#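 Assay system: SV40-immortalized XiGFP fibroblast cells, line 68-5-11; buffer or medium: DMEM plus 5-aza-dC sensitizer; compound: one concentration, pinned; timing: compounds 3 days, fix/stain 15 min at room temperature; benchmarks: positive control ellipticine, 6 µM final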
# ERAP1 HTS inh = blocks human ERAP1 aminopeptidase activity. AID 652197. Q9NZ08. inhibition, % at 10.7 µM. 340,000 compounds, 0.15% hits. recombinant ERAP1, Leu-AMC fluorescence, 60 min;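 active means mean replicate inhibition of at least 30%, or all replicates individually reaching that 30% level; inactive means mean below 30% and not every replicate reaching it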;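 further: 0% = neutral control wells and 100% = L-leucinethiol positive control wells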
# Target sequence (Q9NZ08 whole entry, looked up): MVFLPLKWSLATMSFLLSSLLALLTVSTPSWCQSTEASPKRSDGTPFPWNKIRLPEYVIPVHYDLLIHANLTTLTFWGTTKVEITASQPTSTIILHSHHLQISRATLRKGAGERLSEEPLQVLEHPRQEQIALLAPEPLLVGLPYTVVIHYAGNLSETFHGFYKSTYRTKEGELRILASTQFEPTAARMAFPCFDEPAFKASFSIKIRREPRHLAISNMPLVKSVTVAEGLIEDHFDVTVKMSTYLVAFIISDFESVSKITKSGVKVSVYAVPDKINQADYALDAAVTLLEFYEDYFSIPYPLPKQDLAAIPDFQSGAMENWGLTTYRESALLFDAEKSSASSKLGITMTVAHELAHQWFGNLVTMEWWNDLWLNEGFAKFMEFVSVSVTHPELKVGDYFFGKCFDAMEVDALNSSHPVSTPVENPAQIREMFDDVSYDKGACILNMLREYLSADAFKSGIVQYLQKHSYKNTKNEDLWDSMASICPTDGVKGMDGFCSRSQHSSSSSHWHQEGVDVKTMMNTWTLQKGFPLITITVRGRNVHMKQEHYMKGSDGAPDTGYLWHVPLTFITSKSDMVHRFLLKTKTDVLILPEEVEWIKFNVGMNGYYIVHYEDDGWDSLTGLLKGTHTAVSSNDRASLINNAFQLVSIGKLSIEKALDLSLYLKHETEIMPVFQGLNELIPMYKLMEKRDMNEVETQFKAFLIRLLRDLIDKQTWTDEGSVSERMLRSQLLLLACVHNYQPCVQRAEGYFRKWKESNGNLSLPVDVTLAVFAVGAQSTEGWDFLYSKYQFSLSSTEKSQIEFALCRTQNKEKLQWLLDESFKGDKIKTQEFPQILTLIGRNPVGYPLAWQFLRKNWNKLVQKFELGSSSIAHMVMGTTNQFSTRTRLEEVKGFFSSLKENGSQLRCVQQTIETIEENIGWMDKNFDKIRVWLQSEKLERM
# RAD54 branch = blocks human RAD54 Holliday junction branch migration. Q92698. FAM/BHQ fluorescence. inhibition, % at 10.4 µM. 360,000 compounds, 0.14% hits. AID 602329;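 active means mean normalized replicate activity at least 40 and at least half of replicates scoring 40 or more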;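 further: 0% = median of neutral control wells and 100% = median of positive control wells; inhibitors cause a drop in the FAM fluorescence signal; in these data hits start at about 50%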
# ARNT TACC3 PPI = ARNT/TACC3 interaction disruption. inhibition, % at 9.99 µM. Q9Y6A5. AID 623870. 390,000 compounds, 0.66% hits. AlphaScreen His-ARNT PAS-B/GST-TACC3 binding, luminescence; TACC3 fragment carries E629A point mutation;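 active means mean inhibition of replicates at least 50% and at least half of replicates each reaching 50%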;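 further: 0% = complete ARNT plus TACC3 wells and 100% = ARNT alone without TACC3; many hits fall short of the cut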
# Starred values were filed as active, the others as inactive; . = not tested or not shown.
SMILES,INS-1E GSIS act,esBAF inh,RAD52 anneal inh,F508del corr,Xi reactivation,ERAP1 HTS inh,RAD54 branch,ARNT TACC3 PPI
Cc1cccc(OCC(=O)Nc2ccc(S(=O)(=O)Nc3onc(C)c3C)cc2)c1C,5,-1,-14,-1.0,0.4,-4,-8,.
COc1ccc(-c2csc(NC(C)c3nc4cc(Cl)c(N5CCCCC5)cc4n3CCOCCO)n2)cc1 (configuration not stated),.,-4,-38,1.7,-0.1,2,-4,-5
CCn1c2ccccc2c2cc(NC(=O)COC(=O)c3cc(Cl)c(N)cc3OC)ccc21,12,.,-21,0.1,-0.1,-2,-4,16
CCOc1cc(CN2CCC(n3nccc3NC(=O)C3CC3)CC2)ccc1O,2,-3,-9,0.5,0.1,1,6,-6
Cc1cc(=O)[nH]c(=O)n1Cc1ccccc1,14,-5,-1,-1.3,0.0,1,8,0
CCN1C(=O)C(CC(=O)NCCc2ccccc2)N(NC(=O)c2cccnc2)C1=S (configuration not stated),-8,-8,-5,-1.1,0.5,2,-4,-1
Cc1cc(C(=O)Nc2ccccc2C(=O)O)oc1C,3,2,-14,1.6,0.1,-1,0,-3
COCCN(C(=O)Nc1ccccc1OC)c1nc2ccccc2s1,-2,20,0,3.8,0.0,-4,8,4
COc1ccc(CCN2CC(C(=O)NCC(c3ccccc3)N(C)C)CC2=O)cc1OC (configuration not stated),.,-12,-10,3.3,0.0,-5,-7,4
CCN(CC(=O)Nc1ccc(OC)cc1)CC(=O)N1CC(=O)Nc2ccccc21,8,3,-22,0.4,0.0,2,-1,-1
O=C(c1cnn(-c2ccccc2)c1-n1cccc1)N1CCN(C2CCCCC2)CC1,3,1,-3,-0.6,0.2,4,6,-3
CCCCC[C@@H]1CCCCC[C@H](O)C[C@H](O)[C@@H](O)/C=C/C(=O)O1,14,.,-7,0.6,0.0,.,.,.

# Four entries already listed, sorted by count of non-hydrogen atoms, high to low.
SMILES,INS-1E GSIS act,esBAF inh,RAD52 anneal inh,F508del corr,Xi reactivation,ERAP1 HTS inh,RAD54 branch,ARNT TACC3 PPI
COc1ccc(-c2csc(NC(C)c3nc4cc(Cl)c(N5CCCCC5)cc4n3CCOCCO)n2)cc1 (configuration not stated),.,-4,-38,1.7,-0.1,2,-4,-5
COc1ccc(CCN2CC(C(=O)NCC(c3ccccc3)N(C)C)CC2=O)cc1OC (configuration not stated),.,-12,-10,3.3,0.0,-5,-7,4
O=C(c1cnn(-c2ccccc2)c1-n1cccc1)N1CCN(C2CCCCC2)CC1,3,1,-3,-0.6,0.2,4,6,-3
CCN(CC(=O)Nc1ccc(OC)cc1)CC(=O)N1CC(=O)Nc2ccccc21,8,3,-22,0.4,0.0,2,-1,-1

# Following part.
SMILES,INS-1E GSIS act,esBAF inh,RAD52 anneal inh,F508del corr,Xi reactivation,ERAP1 HTS inh,RAD54 branch,ARNT TACC3 PPI
CC(NC(=O)CN1c2cccc3cccc(c23)S1(=O)=O)c1ccc(S(N)(=O)=O)cc1 (configuration not stated),-23,.,-13,0.7,0.1,-2,-3,11
Cc1ccc(NC2=C(Cl)C(=O)c3ccccc3C2=O)cc1,2,17,-9,.,0.0,0,-3,-1
CN(C)CC(=O)N1[C@@H](C#N)[C@H](c2ccc(-c3ccc(C(=O)N(C)C)cc3)cc2)[C@@H]1CO,14,1,-5,-2.3,0.6,0,-8,-1
O=C(NCCc1ccc(Cl)cc1)c1ccc2[nH]c(=O)c(=O)[nH]c2c1,-2,5,-27,2.3,0.0,0,-9,-3
COc1ccccc1NC(=O)N[C@@H]1CC[C@H](CCn2cc(-c3cccnc3)nn2)O[C@@H]1CO,1,-6,8,-5.1,-0.1,0,-9,5
COc1ccc(CCN(C)C(=O)c2ccc(S(=O)(=O)NCc3ccco3)cc2)cc1OC,32,.,.,.,-0.1,.,-6,-7
Cc1cc(C)nc(NC(=O)/C=C/c2cccs2)c1,5,81*,-27,4.7,.,4,1,3
Cc1cc(NC(=O)NCc2ccccc2)c(=O)n(Cc2ccc(F)cc2)c1,-14,8,-54,-1.0,0.2,0,-9,48*
COc1ccc(-n2c(Cc3cccn3C)nnc2SCC(=O)Nc2ccccc2OC)cc1,3,8,-26,5.4,0.1,3,2,6
O=C(CC(F)(F)F)N1C[C@H]2[C@@H](c3ccccc31)[C@H](CO)N2C(=O)CN1CCOCC1,0,-6,-15,-3.8,0.1,-3,0,-4
O=C1[C@H]2[C@@H](c3ccc(Cl)cc3)N3C(=O)N(c4cccc(Cl)c4)C(=O)[C@@]3(Cc3ccccc3)[C@H]2C(=O)N1C1CCCCC1,4,2,.,-0.6,0.2,.,2,-5
Cc1cc(C)nc(/N=C(\NC(=O)C(C)(C)C)Nc2ccccc2)n1,.,-4,-2,2.3,0.0,.,-1,-4

# Pulled by structure from above:
SMILES,INS-1E GSIS act,esBAF inh,RAD52 anneal inh,F508del corr,Xi reactivation,ERAP1 HTS inh,RAD54 branch,ARNT TACC3 PPI
COc1ccc(CCN2CC(C(=O)NCC(c3ccccc3)N(C)C)CC2=O)cc1OC (configuration not stated),.,-12,-10,3.3,0.0,-5,-7,4
Cc1cc(=O)[nH]c(=O)n1Cc1ccccc1,14,-5,-1,-1.3,0.0,1,8,0

# Later entries.
SMILES,INS-1E GSIS act,esBAF inh,RAD52 anneal inh,F508del corr,Xi reactivation,ERAP1 HTS inh,RAD54 branch,ARNT TACC3 PPI
COC(=O)C(Sc1ccc(Cl)cc1)C1SC(=S)N(Cc2ccccc2)C1=O (configuration not stated),.,0,-226,2.0,-0.1,-2,-10,.
O=C(CSc1n[nH]c(-c2cccnc2)n1)Nc1ccc(Br)cc1,-12,-5,6,0.5,0.0,-1,-3,-12
CCC(C)C(CO)NC(=O)/C=C/[C@H]1O[C@@H](n2cnc3c(NC(=O)c4ccccc4)ncnc32)[C@H](O)[C@@H]1O (some centres not stated),1,3,-5,1.0,-0.1,-7,3,.
CO[C@@H]1CN(C)C(=O)c2ccc(NC(=O)c3ccccn3)cc2OC[C@@H](C)N(C(=O)C2CCC2)C[C@H]1C,.,2,.,0.7,.,-2,-12,26
CCn1c(SCC(=O)NNC(=O)c2ccccc2)nnc1-c1ccncc1,5,-5,0,.,.,1,-2,.
C[C@@H]1CN([C@H](C)CO)C(=O)c2cc(NC(=O)CCC(F)(F)F)ccc2O[C@H]1CN(C)C(=O)Nc1ccccc1,7,-4,21,0.4,0.0,-1,4,.
CC(C)Oc1cccc(C2NC(=O)c3ccccc3O2)c1 (configuration not stated),6,3,2,-3.8,0.1,-1,4,-6
CN1CCN(CC(=O)Nc2ccc([N+](=O)[O-])cc2Br)CC1,2,.,10,-1.3,0.1,-2,.,-10
CC(C)NC(=O)c1cc2c(-c3ccc(Cl)cc3)nn(C)c2s1,12,-6,-63,-3.2,-0.3,0,2,6
COc1ccc(NC(=O)Nc2cccc3c2O[C@H](CN(C)Cc2ccc(C(=O)O)cc2)[C@H](C)CN([C@H](C)CO)C3=O)cc1,6,1,-2,-3.1,0.9,-25,-1,1
Cc1ccc(NC(=O)C2CCN(S(=O)(=O)c3c(C)noc3/C=C/c3ccco3)CC2)nc1,-9,-3,.,.,1.5,.,-3,-32
COc1ccc(F)cc1-c1cc(C(=O)NCc2cccc(Cl)c2)[nH]n1,-14,-4,-5,-0.9,0.1,-1,9,.
O=C1NN(c2cccc(Br)c2)C(=O)/C1=C\c1ccc(O)cc1,-3,-9,4,8.6*,0.3,0,4,2
COc1ccc(C(=O)CC2(O)C(=O)N(CN3CCOCC3)c3ccc(Br)cc32)cc1 (configuration not stated),-4,.,-17,-3.4,0.6,-5,.,.
Cn1c(=O)cc(N)n(Cc2ccccc2)c1=O,-4,-2,-11,0.6,-0.1,-1,0,.
COc1ccc(N2CCN(C(=O)CSc3nc4[nH]ncc4c(=O)n3-c3cccc4ccccc34)CC2)cc1,5,.,6,-2.8,0.0,1,.,-3
CCCC#Cc1ccc2c(c1)O[C@H](CN(C)C(=O)CC1CC1)[C@@H](C)CN([C@H](C)CO)S2(=O)=O,-16,13,11,-3.1,-1.0,-1,-11,-1
CCc1cc(-c2onc(C)c2-c2cscn2)c(O)cc1OC,-16,.,3,-1.6,0.1,2,.,11
CCc1ccc2oc(C(=O)NCCc3ccc(S(N)(=O)=O)cc3)cc(=O)c2c1,3,-15,-3,3.1,0.2,2,3,-5
O=C(NCc1ccccn1)C1CCN(S(=O)(=O)N2CCCC2)CC1,15,-2,-2,2.8,.,-3,-1,30
Cn1nc(OCC(=O)O)cc1C(F)(F)F,0,.,-6,1.0,-0.1,0,.,-12
COc1ccc(CCC(=O)OCC(=O)NCc2ccc(OC)c(OC)c2)cc1OC,18,-5,-6,1.1,0.0,-6,4,2
COc1ccc(NC(=O)N(C)C[C@@H]2OCCCC[C@H](C)Oc3ccc(NS(=O)(=O)c4ccc(Cl)cc4)cc3C(=O)N([C@H](C)CO)C[C@H]2C)cc1,-18,-7,37,-0.8,0.0,-4,-11,-2
CC(=O)Nc1ccc2c(c1)C(N1CC3CCC(CC3)C1)c1ccccc1-2 (configuration not stated),5,2,-4,-0.8,0.2,0,-2,-14
C[C@@H]1CN([C@@H](C)CO)S(=O)(=O)c2ccc(-c3ccccc3)cc2O[C@@H]1CN(C)C(=O)CC1CC1,-6,1,0,-1.5,-0.5,1,1,0
CC(OC(=O)c1ccc(NC(=O)CC#N)cc1)C(=O)Nc1ccc(Oc2ccccc2)cc1 (configuration not stated),.,1,-18,-2.1,-0.1,-4,13,-5
CCN(CC)S(=O)(=O)c1ccc(NCCc2ccccn2)nc1,11,5,-6,4.2,0.4,-8,-1,10
COc1ccccc1CCC(=O)OCC(=O)Nc1cc(C)nn1-c1ccccc1,8,6,-12,-3.9,0.0,-1,-1,-3
CCOC(=O)N1CCN(C(=S)NC(=O)c2cc(Br)ccc2Cl)CC1,5,.,-18,-0.3,0.0,-3,.,-1
C[C@H](CO)N1C[C@H](C)[C@H](CN(C)Cc2cccnc2)Oc2ncc(C3=CCCC3)cc2C1=O,-7,-3,14,2.3,-0.1,-1,4,-6
NC(=NC(=O)c1ccccc1)N1CCN(C(c2ccccc2)c2ccccc2)CC1,20,-1,8,-1.1,1.3,-3,-1,-3
Cc1ccc(NC(=O)C[C@H]2CC[C@H]3[C@@H](COc4ccc(NC(=O)C5CCCCC5)cc4C(=O)N3C)O2)cc1,-7,.,17,-1.3,-0.1,.,.,.
CN(Cc1ccccc1)C(=O)c1ccc(NC(=O)Cc2cccc(NC(=O)C3CCCN(C(=O)CCc4ccccc4)C3)c2)cc1 (configuration not stated),.,-13,1,0.6,0.0,-1,3,-1
O=S(=O)(c1ccc(F)cc1)N1CCCCN2[C@H](CO)[C@@H](c3ccc(-c4ccccc4)cc3)[C@@H]2C1,10,.,-26,3.2,-0.1,-3,2,4
CC(C)(C)c1ccc(C(=O)c2c[nH]c(C(=O)NCC3CCCO3)c2)cc1 (configuration not stated),-17,10,.,.,.,.,2,-2
CCN(C[C@@H]1[C@@H](c2ccc(C3=CCCCC3)cc2)[C@@H](CO)N1CC1CC1)C(C)=O,-5,-4,0,-2.3,0.3,.,1,3
Cn1nc(C(=O)OCC(=O)N2CCc3ccccc32)c2ccccc2c1=O,25,-8,.,.,.,.,2,0
C[C@@H]1CN([C@@H](C)CO)C(=O)c2cc(NS(C)(=O)=O)ccc2O[C@@H](C)CCCCO[C@H]1CN(C)C(=O)C1CCCCC1,11,3,-6,-1.8,0.1,1,-2,-1
CN(C)S(=O)(=O)c1cccc(COC(=O)CN2CCCCCC2=O)c1,17,-7,-11,1.8,0.0,-4,3,5
